dFosB activator = activators of delta FosB homodimer, primary screen, biochemical, fluorescence polarization, TAMRA-CDK5 oligo, single point. purified delta FosB; percent of positive-control signal above neutral wells. hit rate 0.99% among 340,000. Protein FosB (Mus musculus), P13346. activation, % at 25 µM. AID 493131, 2011;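 active = mean activation above about 17%, with every replicate also reaching it, limit read from the data, passing the limit was not always enough; inconclusive = only one of the two conditions met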;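 also: fluorescence polarization rise as delta FosB binds a TAMRA Cdk5 AP-1 oligo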
PvdQ inh = P. aeruginosa PvdQ acylase inhibitors, primary screen, biochemical, fluorescence, plate reader and imaging, single point | inhibition, % at 10 µM | purified PvdQ acylase | hit rate 0.063% among 340,000 | PvdQ acylase [Pseudomonas aeruginosa LESB58]; in the data active = inhibition above about 30%, passing the limit was not always enough; inconclusive = no clear call, values can overlap the other calls;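 also: 0% = vehicle neutral wells and 100% = reference inhibitor wells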
C-LANA FP = inhibitors of KSHV C-LANA binding to DNA, primary screen, biochemical, fluorescence polarization, FAM-LBS DNA, MBP-C-LANA, single point; Kaposi's sarcoma herpesvirus LANA C-terminal domain (residues 932-1162) DNA binding; inhibition, % at 9 µM; hit rate 0.078% among 340,000; AID 504423, 2011;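 active = highest replicate inhibition at or above 60% at 9 µM, even if other replicates fall short; inactive = all replicates below 60% inhibition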;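 also: 0% = neutral control wells and 100% = 4 µM acridine orange control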
PfHsp90 yeast 2 = growth inhibition of PfHsp90-expressing yeast, primary screen, antimalarial PfHsp90 inhibitor project, S. cerevisiae, BacTiter-Glo luminescence, single point, set 2; BacTiter-Glo ATP, 48 h; yeast lacking PDR1 and PDR3 efflux regulators; inhibition, % at 9.4 µM; hit rate 0.32% among 310,000; AID 504621, 2011;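 active = every replicate shows inhibition above about 80%, whatever the replicate mean, limit read from the data; inconclusive = mean inhibition reaches the set limit but some replicate falls short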;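 also: 0% = DMSO neutral controls and 100% = 20 µM radicicol positive controls; yeast relying on Plasmodium falciparum Hsp90 in place of its own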
Rtt109 HAT inh = inhibitors of C. albicans Rtt109/Vps75 HAT, primary screen, biochemical, ThioGlo CoA-SH fluorescence, plate reader | hit rate 0.16% among 330,000 | inhibition, % at 34.9 µM | purified Rtt109/Vps75, 4 h | Histone acetyltransferase RTT109 (Candida albicans (strain SC5314 / ATCC MYA-2876)), … | AID 540336, 2011;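 active = inhibition of at least 50% in every replicate; inconclusive = best replicate reaches 50% inhibition but some replicates fall short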
NSD2 inh = NSD2 histone methyltransferase inhibitors, primary screen, biochemical, AlphaScreen, single concentration, set 2; Histone-lysine N-methyltransferase NSD2 (Homo sapiens), O96028; NSD2 peptide methylation, 120 min; inhibition, % at 12.5 µM; hit rate 0.54% among 310,000; in the data active = inhibition above about 50%
Target sequence (O96028 whole entry, looked up): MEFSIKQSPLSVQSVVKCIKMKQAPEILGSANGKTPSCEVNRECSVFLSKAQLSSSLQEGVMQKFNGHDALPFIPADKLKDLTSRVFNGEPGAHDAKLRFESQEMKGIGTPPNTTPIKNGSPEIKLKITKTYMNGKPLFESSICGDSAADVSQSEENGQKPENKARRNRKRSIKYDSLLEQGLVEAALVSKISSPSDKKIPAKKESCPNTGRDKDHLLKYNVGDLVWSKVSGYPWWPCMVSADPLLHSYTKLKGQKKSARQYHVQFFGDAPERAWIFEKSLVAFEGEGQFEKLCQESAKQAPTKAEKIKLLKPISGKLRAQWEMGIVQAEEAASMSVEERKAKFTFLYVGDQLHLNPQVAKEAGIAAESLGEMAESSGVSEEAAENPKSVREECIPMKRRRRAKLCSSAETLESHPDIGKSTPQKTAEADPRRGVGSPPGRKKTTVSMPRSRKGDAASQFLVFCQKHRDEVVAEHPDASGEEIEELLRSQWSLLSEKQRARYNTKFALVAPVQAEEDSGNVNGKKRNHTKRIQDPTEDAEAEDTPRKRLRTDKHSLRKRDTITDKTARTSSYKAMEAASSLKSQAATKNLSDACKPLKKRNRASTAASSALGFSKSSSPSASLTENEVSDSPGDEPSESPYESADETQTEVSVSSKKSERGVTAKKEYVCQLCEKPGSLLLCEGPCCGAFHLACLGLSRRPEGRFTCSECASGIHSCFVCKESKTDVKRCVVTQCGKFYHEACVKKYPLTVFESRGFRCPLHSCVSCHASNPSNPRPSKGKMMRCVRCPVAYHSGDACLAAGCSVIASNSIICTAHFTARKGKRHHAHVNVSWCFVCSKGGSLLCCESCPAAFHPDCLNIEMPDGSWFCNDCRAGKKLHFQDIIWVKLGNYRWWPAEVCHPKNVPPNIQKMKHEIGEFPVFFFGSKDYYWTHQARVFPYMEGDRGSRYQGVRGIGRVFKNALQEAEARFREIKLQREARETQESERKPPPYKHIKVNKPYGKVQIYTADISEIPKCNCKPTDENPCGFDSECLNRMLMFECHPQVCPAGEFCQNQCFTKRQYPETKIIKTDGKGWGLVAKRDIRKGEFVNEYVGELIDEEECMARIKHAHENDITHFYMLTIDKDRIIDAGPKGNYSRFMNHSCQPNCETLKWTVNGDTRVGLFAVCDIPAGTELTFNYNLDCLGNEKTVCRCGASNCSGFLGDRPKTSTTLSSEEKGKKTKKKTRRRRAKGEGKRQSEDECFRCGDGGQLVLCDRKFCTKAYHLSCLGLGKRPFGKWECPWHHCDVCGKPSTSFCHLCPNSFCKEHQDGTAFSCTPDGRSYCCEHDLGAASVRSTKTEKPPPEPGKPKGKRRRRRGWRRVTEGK
SUMO Mot1 rescue = yeast Mot1-301 growth rescue at high temperature, primary screen, SUMOylation pathway inhibitor project, S. cerevisiae, ATP luminescence, 38.5C | growth rescue, % at 18.8 µM | hit rate 1% among 320,000 | S. cerevisiae Mot1-301 growth rescue; percent above DMSO median, 100 means doubled;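 active = every valid replicate shows activation above 250% relative to neutral control wells; inactive = the rest, any valid replicate at or below 250%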;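 also: OY570 slx delta 5 strain wells were the positive control but not used for scaling; some compounds called inactive have numbers as strong as hits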
Cardiac RTF inh = cardiac RTF calcium sensitivity inhibitors, primary screen, biochemical, IANBD-TnC fluorescence, EC70 calcium. Troponin I, cardiac muscle (Homo sapiens) + Troponin T, cardiac muscle (Homo sapiens) + …. IANBD-labeled cardiac RTF, Ca2+ fluorescence. inhibition, % at 7.15 µM. hit rate 0.12% among 340,000;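 active = inhibition above the mean inhibition of all tested compounds plus 3 SD, cut at about 17% in these data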;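 also: assay run at fixed EC70 calcium of 1.6 mM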
CDK5 inh = inhibitors of human CDK5/p35 kinase, primary screen, biochemical, single concentration | Cyclin-dependent kinase 5 (Homo sapiens) + Cyclin-dependent kinase 5 activator 1 (Homo … | Recombinant CDK5/p35, ADP-Glo luminescence, 60 min | inhibition, % at 10 µM | hit rate 0.01% among 330,000;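 active = highest replicate inhibition of at least 50% and at least 75% of replicates reaching 50%; inconclusive = only one of the two criteria met; inactive = both criteria failed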;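 also: plate controls were DMSO neutral control for no effect and GW8510 at 10 µM for full effect; many of its hits are not listed in these tables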
Keap1 Nrf2 FP = Keap1-Nrf2 protein-protein interaction inhibitors, primary screen, biochemical, fluorescence polarization, single point | Kelch-like ECH-associated protein 1 (Homo sapiens), Q14145 | Keap1 Kelch-Nrf2 peptide fluorescence polarization, 1536-well | inhibition, % at 9.4 µM | hit rate 0.15% among 340,000 | AID 504523, 2011; in the data active = inhibition above about 12%; inconclusive = no clear call, values can overlap the other calls; inactive = below about 7.3%;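 also: human Keap1 Kelch domain with fluorescein labeled Nrf2 9mer peptide probe; 0% = neutral control wells and 100% = peptide positive control; higher means more block of Keap1 binding to Nrf2 peptide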
RTF Ca sens act = cardiac RTF calcium sensitivity activators, primary screen, biochemical, IANBD-TnC fluorescence, EC20 calcium; Troponin I, cardiac muscle (Homo sapiens) + Troponin T, cardiac muscle (Homo sapiens) + …; IANBD-labeled TnC RTF fluorescence at EC20 calcium; 0% EC20 calcium, 100% full calcium; activation, % at 7.2 µM; hit rate 0.24% among 340,000; AID 493008, 2010;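 active = activation above the mean over all tested compounds plus 3 SD, cut at about 30% in these data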;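 also: rise in fluorescence read as greater calcium sensitivity of cardiac thin filaments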
* hit, by the source's call; ? = inconclusive; nt = not tested or not shown.

SMILES | dFosB activator | PvdQ inh | C-LANA FP | PfHsp90 yeast 2 | Rtt109 HAT inh | NSD2 inh | SUMO Mot1 rescue | Cardiac RTF inh | CDK5 inh | Keap1 Nrf2 FP | RTF Ca sens act
CCCCC(=O)Nc1cc2nn(-c3ccc(OC)cc3)nc2cc1C | 2 | 9 | -1.5 | -36 | -8 | -1 | 497 | 6 | 0.5 | 4 | -5
O=C1C(=O)N(Cc2ccco2)C(c2cccc(Cl)c2)/C1=C(\O)c1ccc2c(c1)OCCO2 (stereo not given) | -7 | -16 | 2.0 | 3 | 11 | 4 | -2 | -7 | 0.0 | -7 | 2
CCc1ccccc1N(C)S(=O)(=O)c1ccc2[nH]cc(C(=O)O)c(=O)c2c1 | -15 | -19 | -0.3 | 3 | 19 | 0 | -20 | -25 | 2.1 | -5 | 5
CC(C)c1nc(SCC(=O)N2CCCc3ccccc32)c2c(=O)n(C)c(=O)n(C)c2n1 | -17 | -2 | 1.8 | -13 | 3 | nt | 0 | -8 | -5.4 | -9 | 0
COc1ccc(CCn2c(SCC(=O)Nc3cc(C)on3)nc3ccccc3c2=O)cc1OC | -11 | -10 | -1.9 | -26 | 7 | nt | 5 | -7 | 0.4 | -2 | 5
COc1ccc(CN2CCN(CCC(C)C)C(CCO)C2)cc1Cn1cncn1 (stereo not given) | -3 | 4 | 0.1 | 3 | -5 | 2 | -16 | -1 | 1.0 | 2 | -5
Cc1csc(NC(=O)CCCc2cccs2)n1 | -6 | -8 | -0.7 | nt | -2 | 0 | 0 | -5 | 1.7 | 1 | -3
COc1ccc(CNC(=O)CN(C)S(=O)(=O)c2ccc3c(c2)c(=O)n(C)c(=O)n3C)cc1 | -2 | -3 | 1.4 | 17 | -3 | 17 | 9 | -5 | -2.6 | 4 | 4
COc1ccccc1CCc1nnc(CCC(=O)N(C)Cc2cccc3cnccc23)o1 | -4 | 5 | 1.3 | -4 | nt | 2 | -1 | 1 | 1.2 | -2 | -7
Cc1nc2scc(C)n2c(=O)c1S(=O)(=O)N1CCN(c2ccccc2)CC1 | -4 | -6 | -0.3 | 30 | 1 | 6 | 176 | -7 | 1.8 | -5 | 0
COC(=O)C1=C(C)NC(=O)/C1=C\c1ccco1 | -5 | -6 | -0.3 | 5 | 3 | 1 | 75 | -7 | -1.2 | -3 | 2
Cc1ccc2cc(CCNC(=O)c3ccc(S(=O)(=O)N4CCCCC4)cc3)c(=O)[nH]c2c1 | -5 | -17 | 1.6 | 5 | 4 | -1 | 12 | 7 | 1.0 | -4 | 5
COc1ccc(C(CNC(=O)c2oc3ccc(Cl)cc3c2C)N2CCCCC2)cc1 (stereo not given) | 23* | -1 | -0.3 | 0 | 10 | 38 | 9 | -5 | 1.2 | 3 | 1
COc1nc(-c2ccccc2)ccc1-c1noc(C)n1 | -26 | 4 | -1.3 | -1 | 10 | -1 | -20 | -13 | -0.4 | 2 | 4
O=C(NC(=S)N1CCCC1)c1ccc(Cl)cc1Cl | -3 | -12 | 0.4 | 22 | -16 | 1 | 4 | -11 | 0.2 | 0 | 2
CCN(CC)S(=O)(=O)c1cccc(NC(=O)C2CC(=O)N(c3ccc4c(c3)OCCO4)C2)c1 (stereo not given) | -14 | -8 | -1.4 | nt | -9 | 1 | -11 | -11 | -1.0 | 4 | -3
Cc1cccc(C2NC(c3cccc(C)c3)C(C)C(=O)C2C)c1 (stereo not given) | -2 | 0 | -1.1 | 4 | 2 | -5 | 84 | -5 | -0.1 | -6 | 4
CC(C)CC1Nc2ncnc(N3CCOCC3)c2N(Cc2ccc(Br)cc2)C1=O (stereo not given) | -4 | -12 | -5.3 | 2 | 12 | nt | -16 | -11 | 0.3 | -3 | -4
Cc1ccc(S(=O)(=O)N(C)c2ccc3ccccc3c2)cc1 | -7 | -14 | 0.0 | -5 | -1 | -3 | 4 | -2 | -2.3 | -3 | 2
CCN(CC)CCCn1c(=S)[nH]c2cc(OC)c(OC)cc2c1=O | 3 | -6 | 0.1 | 22 | 8 | 48 | 33 | 8 | 2.7 | -6 | -8
COc1ccc2c(c1)c(C(=O)CN1CCN(C(=O)c3ccco3)CC1)c(C)n2C | -4 | 2 | 0.6 | 15 | 26 | -4 | 12 | -10 | -0.8 | ? | -4
O=C(N/N=C/c1ccccc1O)C1CCCC1 | 5 | -8 | -0.3 | -4 | -5 | -2 | 2 | -7 | 1.3 | 0 | 4
Cn1c(=O)c2c(SCC(=O)NCC3CCCO3)nc(-c3ccccc3Cl)nc2n(C)c1=O (stereo not given) | -14 | -2 | 2.0 | 7 | -12 | 0 | 348 | -3 | 0.1 | 4 | -2
NC(=O)C1C2C=CC(C2)C1c1ccccc1 (stereo not given) | 4 | -11 | -0.5 | -3 | -7 | 0 | nt | 2 | -0.7 | -2 | -2
Nc1cc(S(=O)(=O)Nc2ccc(Br)cc2)ccc1Cl | -15 | -7 | -0.7 | -32 | 6 | -2 | nt | -4 | 0.0 | 2 | 3
Cc1noc(C)c1C(=O)Nc1ccc(Cl)cc1C(F)(F)F | -5 | -8 | 0.3 | 0 | -4 | 5 | 17 | -1 | 1.0 | 6 | -2
Cc1ccccc1NC(=O)c1cccc(S(=O)(=O)Oc2ccc([N+](=O)[O-])cc2)c1 | -3 | 15 | -1.3 | 6 | 0 | 30 | -7 | 1 | -1.5 | -2 | 5
COc1ccc(CCNC(=O)C2CCN(S(C)(=O)=O)CC2)cc1 | 4 | 1 | 1.2 | -1 | 6 | -19 | 8 | 1 | 1.3 | -3 | -1
CCCN(C(=O)CSc1cc(-c2ccccc2)c2ccc(OC)cc2n1)C1CCS(=O)(=O)C1 (stereo not given) | -12 | -11 | 0.5 | 2 | 1 | 13 | -14 | -1 | -1.7 | 0 | 3
CC(C)C(=O)N1CCc2cc(-c3csc(N)n3)ccc21 | -4 | -1 | 2.6 | -26 | nt | nt | -3 | -8 | -0.1 | -4 | 0
Cc1ccc(C(=O)NCc2ccc3c(c2)OCO3)cc1C | -7 | 16 | 0.2 | 10 | -2 | -1 | 488 | 1 | 0.6 | -5 | -7
CSC1CCCCC1(O)CSc1nc2ccccc2o1 (stereo not given) | -5 | -13 | -1.1 | 21 | 5 | -3 | 58 | -5 | -0.3 | -9 | 10
C/C(=N\NC(=S)NCc1ccccc1)c1cccs1 | -1 | -4 | 0.0 | -19 | -3 | 4 | -2 | -11 | 0.5 | -4 | 5
O=C(Nc1ccc([N+](=O)[O-])cn1)c1cccnc1 | -1 | -3 | -0.1 | -11 | -6 | -1 | 0 | 0 | 1.2 | 9 | -8
O=S(=O)(c1ccc(NCCc2c[nH]c3ccccc23)nc1)N1CCOCC1 | -3 | -14 | 0.9 | 24 | nt | nt | 3 | -10 | -0.5 | -5 | -2
Cc1cc(S(=O)(=O)N2CCCCC2CCNC(=O)C(=O)NCc2cccnc2)ccc1F (stereo not given) | 0 | -8 | 0.8 | 16 | -11 | -1 | -2 | -8 | -2.4 | -1 | 4
Cc1ccc(C(C(=O)NC(C)(C)C)N(CCCN2CCOCC2)C(=O)c2ccc(-c3ccccc3)[nH]2)o1 (stereo not given) | -17 | -15 | -0.9 | nt | 0 | 0 | 145 | -5 | 0.2 | -1 | -1
CCOc1ccccc1C(=O)OCC(=O)NCCc1ccc(OC)cc1 | -4 | -15 | 0.8 | -2 | -5 | -9 | -12 | -11 | -0.8 | 3 | 1
O=C(CCC(=O)OCC(=O)c1ccc(Cl)cc1)NC1CCCCC1 | 6 | -1 | 0.5 | nt | nt | -1 | -22 | 1 | -0.6 | -5 | -5
CCN(Cc1ccncc1)C(=O)c1ccc2c(c1)S(=O)(=O)c1ccccc1C2=O | -13 | 10 | 0.4 | 19 | 11 | 0 | 331 | 0 | -0.5 | 6 | -2
COc1ccc(-n2c(SCC(=O)Nc3ccc(NC(C)=O)cc3)nc3ccccc3c2=O)cc1 | -3 | -15 | 1.3 | -24 | -5 | nt | -7 | -3 | 1.8 | -4 | 1
CCOC(=O)c1c(/N=C/C2=C(O)CC(C)(C)CC2=O)sc(C(C)=O)c1C | 1 | -1 | 0.2 | 14 | 11 | nt | nt | -8 | 0.7 | 3 | 7
CO/N=C\CC(=O)Nc1ccc(Cl)c(Cl)c1 | -8 | -5 | 1.0 | -8 | -2 | -3 | 33 | -3 | 0.6 | -1 | 5
Cc1nc2ccc(NC(=O)NCCO)cc2s1 | 3 | 10 | -0.3 | -2 | 0 | 0 | 16 | 2 | -4.3 | -3 | 1
COc1cc(NC(=O)c2cc(C)nc3ccccc23)cc(OC)c1OC | -12 | -3 | -0.6 | -28 | 2 | -7 | -9 | -5 | -1.0 | -4 | 7
Cc1cc(NS(=O)(=O)c2ccc(NC(=O)/C=C/c3ccco3)cc2)nc(C)n1 | 3 | 7 | 1.4 | 14 | 33 | 13 | 3 | 4 | -1.1 | 1 | -4
CCOc1ccccc1OCCCCN1CCCC1 | 4 | -10 | 1.1 | -8 | 1 | 5 | 75 | 0 | 0.1 | 0 | 0
COc1ccccc1NC(=O)/C(=C\c1cccs1)NC(=O)c1ccco1 | -1 | 1 | 0.4 | -38 | 5 | 0 | 41 | 0 | 0.5 | -3 | 1
COc1cccc(N2CCN(C(=O)c3cc4ccc(OC)cc4[nH]3)CC2)c1 | -18 | -9 | 0.3 | -41 | 4 | -1 | 351 | -6 | 2.9 | -3 | 3
COc1cc(NC(=O)CN2C(=O)c3ccccc3Sc3ccc(C(=O)N4CCOCC4)cc32)cc(OC)c1OC | -9 | -15 | -1.0 | 4 | 0 | 0 | 3 | 1 | 0.6 | 3 | 0
CCC(=O)Nc1nnc(SCCOC)s1 | 5 | 12 | 1.8 | 5 | -9 | -3 | -10 | -6 | 0.9 | -1 | -1
O=C(CS(=O)(=O)Cc1ccccc1)N1CCN(c2ccccc2F)CC1 | -16 | -7 | 1.1 | -13 | 1 | 0 | 35 | -4 | -1.3 | 3 | 0

Bioassay records deposited in PubChem by several laboratories.
